Source: PubChem BioAssay
ABCG2 inh: inhibitors of human ABCG2 transporter, ABCB1 counter-screen; Q9UNQ0; IgMXP3 cells, JC-1 efflux, flow cytometry; inhibition, % at 6.6 µM; actives 0.1% (n = 190,000);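 active means inhibition above 80%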;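 further: 0% = DMSO and 100% = nicardipine control wells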
Target sequence (Q9UNQ0 whole entry, looked up): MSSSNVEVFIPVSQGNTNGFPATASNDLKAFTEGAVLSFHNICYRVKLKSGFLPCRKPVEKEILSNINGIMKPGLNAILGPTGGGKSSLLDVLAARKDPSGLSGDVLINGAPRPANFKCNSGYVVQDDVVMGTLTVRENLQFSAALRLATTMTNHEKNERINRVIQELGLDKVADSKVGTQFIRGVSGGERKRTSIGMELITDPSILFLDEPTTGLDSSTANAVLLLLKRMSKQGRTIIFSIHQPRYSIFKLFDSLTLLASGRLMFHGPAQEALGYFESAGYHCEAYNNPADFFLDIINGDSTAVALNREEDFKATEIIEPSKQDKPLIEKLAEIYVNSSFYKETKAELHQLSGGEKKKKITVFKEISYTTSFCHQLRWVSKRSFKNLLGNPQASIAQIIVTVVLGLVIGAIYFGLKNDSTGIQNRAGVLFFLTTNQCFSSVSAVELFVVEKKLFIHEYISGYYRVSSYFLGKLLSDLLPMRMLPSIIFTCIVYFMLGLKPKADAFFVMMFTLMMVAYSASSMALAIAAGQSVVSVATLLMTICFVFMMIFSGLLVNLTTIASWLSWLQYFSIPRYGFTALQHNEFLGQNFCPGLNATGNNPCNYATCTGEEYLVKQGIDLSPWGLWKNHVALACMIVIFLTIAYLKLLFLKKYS
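Read-out basis: Efflux inhibition in percent versus controls | Test system: ABCG2 IgMXP3 and barcoded ABCB1 CCRF-Adr cell mix | Quantity: 3 million cells/mL in well | Schedule: 10 min at 25 °C | Control set: Nicardipine as high control, DMSO as low control | Reagent: JC-1 as fluorescent efflux pump substrate | Signal: Flow cytometry of retained JC-1 fluorescence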
Mcl-1 Bim block: disrupts Bim peptide binding to human Mcl-1. Q07820. inhibition, % at 10 µM. actives 0.1% (n = 190,000). Bead-based flow cytometry, Bim peptide-Mcl-1 binding;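 further: 0% = no compound tracer wells and 100% = peptide blocker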
RGS4-Gao reg: human RGS4-Galphao interaction regulation | P09471 | Multiplexed bead flow cytometry, RGS4-Galphao binding; actives lie on both sides | binding response (% of control), % at 10 µM | actives 0.33% (n = 220,000); in the data active means binding response below about 49% or above about 150%; inactive means in between;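 further: fluorescent Galphao activated with aluminum fluoride binding bead-coupled RGS4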
Bim-Bfl-1: human Bim-Bfl-1 interaction inhibition. Q16548. Bead-based flow cytometry, Bim-Bfl-1 binding inhibition. inhibition, % at 10 µM. actives 0.12% (n = 190,000);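 further: 0% = wells without compound plus tracer and 100% = blocker peptide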
ABCB1 inh: human ABCB1 inhibition, ABCG2 as counter-screen; P08183; CCRF-Adr cells, JC-1 efflux, flow cytometry; inhibition, % at 6.6 µM; actives 0.067% (n = 190,000); in the data active means inhibition above about 40%;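 further: 0% = vehicle and 100% = reference inhibitor; higher value means more JC-1 retained so stronger ABCB1 efflux block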
Bcl-XL Bim block: human Bim-Bcl-XL interaction inhibition; AID 1007; Q07817; actives 0.04% (n = 190,000); inhibition, % at 10 µM; Bim peptide-Bcl-XL binding, bead flow cytometry, fluorescence
Bim-Bcl-B: human Bim-Bcl-B interaction inhibition; bead-based flow cytometry, Bim peptide-Bcl-B binding; inhibition, % at 10 µM; actives 0.073% (n = 190,000);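 further: 0% = tracer peptide without compound and 100% = reference inhibitor peptide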
Target sequence (Q9HD36 whole entry, looked up): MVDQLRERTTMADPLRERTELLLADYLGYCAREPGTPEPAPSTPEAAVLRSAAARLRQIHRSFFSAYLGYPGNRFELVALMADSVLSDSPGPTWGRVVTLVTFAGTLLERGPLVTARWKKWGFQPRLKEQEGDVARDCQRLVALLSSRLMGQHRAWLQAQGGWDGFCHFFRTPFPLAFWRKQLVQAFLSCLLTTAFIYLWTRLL
RGS7-Gao reg: human RGS7-Galphao interaction regulation. actives 0.35% (n = 220,000). AID 1439. binding response (% of control), % at 10 µM. P09471. Multiplexed bead flow cytometry, RGS7-Galphao binding; actives lie on both sides; in the data active means binding response below about 49% or above about 150%; inconclusive means no clear call, values can overlap the other calls; inactive means in between;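 further: fluorescent Galphao held in activated GDP-AlF4 state binding bead-coupled RGS7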
Bim-Bcl-W: disrupts Bim peptide binding to human Bcl-W; Q92843; bead-based flow cytometry; inhibition, % at 10 µM; actives 0.02% (n = 190,000); AID 952;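 further: 0% = bound tracer without compound and 100% = peptide blocker; higher means less fluorescent Bim peptide bound to Bcl-W beads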
Bim-Bcl-2: disrupts Bim peptide binding to human Bcl-2 | P10415 | inhibition, % at 10 µM | actives 0.06% (n = 190,000) | Bead-based flow cytometry, Bim peptide-Bcl-2 binding | AID 950; in the data active means inhibition above about 40%; inconclusive means no clear call, values can overlap the other calls;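 further: 0% = no compound wells with probe peptide and 100% = reference peptide inhibitor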
Target sequence (P10415 whole entry, looked up): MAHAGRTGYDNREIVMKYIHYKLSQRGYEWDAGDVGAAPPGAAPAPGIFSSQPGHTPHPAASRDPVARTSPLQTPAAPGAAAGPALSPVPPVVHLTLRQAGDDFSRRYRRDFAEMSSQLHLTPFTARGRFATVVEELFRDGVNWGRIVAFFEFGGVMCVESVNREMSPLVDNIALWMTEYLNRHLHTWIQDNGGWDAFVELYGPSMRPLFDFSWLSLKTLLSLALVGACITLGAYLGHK
RGS8-Gao reg: regulators of human RGS8-Galphao interaction. P09471. multiplexed bead flow cytometry, RGS8-Galphao binding; actives lie on both sides. response (percent of control binding), % at 10 µM. actives 0.34% (n = 220,000). AID 1423; in the data active means response below about 60% or above about 140%; inactive means in between;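 further: Galphao activated as the GDP aluminium fluoride complex binding bead-coupled RGS8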
The depositor's hits bear a star; ? = inconclusive. Unless noted, no stated cut-off is given here; in the data, active means inhibition above about 40%.

SMILES | ABCG2 inh | Mcl-1 Bim block | RGS4-Gao reg | Bim-Bfl-1 | ABCB1 inh | Bcl-XL Bim block | Bim-Bcl-B | RGS7-Gao reg | Bim-Bcl-W | Bim-Bcl-2 | RGS8-Gao reg
Cc1ccn(CC(=O)O)c(=O)c1 | -3 | -1 | 100 | -7 | -2.4 | -4 | -6 | 102 | -3 | -3 | 99
O=C(CSc1nc2c(c(C(F)(F)F)n1)CCc1ccccc1-2)NCc1ccc(F)cc1 | 0 | -5 | 98 | 4 | 0.0 | 3 | 0 | 104 | 2 | -27 | 98
CN(C(=O)COC(=O)c1n[nH]c2ccccc12)c1ccccc1 | 1 | -1 | 100 | -4 | -0.1 | -2 | -2 | 98 | -1 | 0 | 99
O=C(CSC1=NCCN1)Nc1ccccc1[N+](=O)[O-] | 0 | 2 | 104 | -3 | 0.4 | -1 | -1 | ? | 2 | -3 | 103
Cn1nnnc1SCc1csc(Nc2ccccc2)n1 | 1 | -2 | 99 | -8 | 0.1 | -6 | -10 | 99 | -1 | -13 | 99
Cc1ccc(C)c(-n2cc(CN3CCN(C(=O)c4ncn[nH]4)CC3)c(-c3ccccc3)n2)c1 | 2 | -2 | 103 | -6 | 0.8 | -2 | -3 | 105 | -2 | -3 | 100
CN(C)C(CNc1ncnc2sccc12)c1ccccc1 (stereo not drawn) | 8 | -4 | 88 | 0 | -0.4 | -1 | -4 | 96 | -3 | 0 | 96
CC1=C(C(=O)Nc2cc(C)ccc2C)C(c2cccs2)NC(=S)N1 (stereo not drawn) | 4 | -2 | 98 | -16 | 0.9 | 1 | -15 | 97 | -2 | -10 | 98
O=C(CCn1nc(-c2ccccc2)ccc1=O)NCCCN1CCCCCC1 | 1 | -1 | 108 | 2 | 0.4 | -2 | -1 | 103 | -5 | 1 | 104
Cc1ccc(S(=O)(=O)N2CCCC2)cc1S(=O)(=O)N1CCCC1 | 3 | -3 | 101 | -1 | 1.0 | 1 | -2 | 94 | -2 | -2 | 99
CCOC(=O)c1cccc(NC(=O)CS(=O)(=O)Cc2nc(-c3cccc(OC)c3)oc2C)c1 | 5 | 2 | 103 | -11 | 1.4 | 0 | -5 | 102 | 3 | -9 | 103
O=C(COc1ccc(S(=O)(=O)NC2CCCCC2)cc1)NC1CCCC1 | 6 | 0 | 99 | -6 | -0.2 | -2 | -2 | 105 | 1 | -3 | 99
O=C(C1CCN(S(=O)(=O)c2ccc(Br)s2)CC1)N1CCN(C2CCCCC2)CC1 | 13 | 1 | 101 | -7 | -1.3 | 1 | 1 | 103 | -2 | -3 | 101
COc1ccc(N2C(=O)C(O)C2c2ccc(C)cc2)cc1 (stereo not drawn) | 8 | -2 | 98 | 0 | 0.6 | -4 | -5 | 98 | -1 | 0 | 99
C=CCN1CC(c2nc3ccccc3n2Cc2cccc3ccccc23)CC1=O (stereo not drawn) | -1 | 0 | 99 | 0 | 0.5 | 0 | 0 | 99 | -1 | 0 | 96
CC(=O)Nc1ccc(Oc2cc(N)cc([N+](=O)[O-])c2)cc1 | 13 | -3 | 102 | 1 | 1.3 | -1 | 4 | 100 | -1 | -3 | 100
CCN1CCN(c2ccc(NC(=O)Cc3ccccc3)cc2)CC1 | 10 | -2 | 104 | -15 | -0.1 | -9 | -6 | 103 | -4 | -5 | 108
CCN(CC)S(=O)(=O)c1ccc(N2CCN(S(=O)(=O)c3ccc4c(c3)OCCO4)CC2)nc1 | -1 | 1 | 104 | -10 | 1.4 | -5 | -4 | 102 | 1 | -2 | 101
O=C(c1cccc(C(=O)N2CCN(c3ccccc3)CC2)c1)N1CCN(c2ccccc2)CC1 | 6 | 2 | 96 | -12 | 2.2 | -2 | -8 | 99 | 1 | -8 | 99
O=C(NC(=S)Nc1ccc(S(=O)(=O)N2CCCCC2)cc1)c1ccccc1 | -1 | -6 | 97 | 6 | -0.4 | -3 | -4 | 96 | -2 | 0 | 93
CC(C)(C)c1[nH]nc2c1C(C1C=CCCC1)C(C#N)=C(N)O2 (stereo not drawn) | 4 | -2 | 93 | -15 | -1.1 | -8 | -8 | 99 | 0 | -10 | 98
Cc1ncc(CC(=O)n2cc(C(=O)c3cc(F)ccc3O)cn2)s1 | 3 | 0 | 96 | -1 | 0.7 | -1 | 0 | 100 | -1 | 1 | 99
CCOC(=O)C1=C(O)C(=O)N(Cc2ccccc2)CC1 | 2 | 2 | 100 | -5 | 1.2 | 1 | -4 | 98 | -2 | -1 | 100
O=C(NCC1CCCO1)C1CCN(C2CCN(C3CCCCCC3)CC2)CC1 (stereo not drawn) | 7 | -2 | 105 | -8 | 1.5 | -4 | -4 | 105 | -4 | -5 | 108
Cc1ccc(OCCNC(=O)/C=C/c2ccc([N+](=O)[O-])cc2)cc1C | 1 | -2 | 96 | 0 | 0.3 | -1 | -4 | 97 | -1 | 0 | 100
CC1=C2C(=O)OC(c3ccoc3)C2(C)CCC1 (stereo not drawn) | 2 | -2 | 100 | 0 | 0.8 | -2 | -3 | 100 | -2 | -3 | 102
COc1ccccc1/C=N/NC(=O)c1sc(C)nc1C | 7 | -2 | 94 | 4 | 1.2 | 0 | 1 | 93 | 1 | 0 | 101
CCOc1nc(N2CCOCC2)nc(C)c1[N+](=O)[O-] | 16 | -1 | 95 | -13 | 0.4 | -1 | -4 | 92 | -1 | -1 | 98
CCOC(=O)CSc1snnc1-c1ccccc1 | 5 | 2 | 102 | -9 | 0.9 | 7 | -8 | 101 | 0 | -6 | 101
CC(=O)Nc1nc(C)c(-c2csc(Nc3ccc(O)cc3)n2)s1 | 2 | -2 | 104 | -1 | 0.7 | -3 | -1 | 101 | -2 | -3 | 98

Whole records, looked up by structure. Order of values: ABCG2 inh, Mcl-1 Bim block, RGS4-Gao reg, Bim-Bfl-1, ABCB1 inh, Bcl-XL Bim block, Bim-Bcl-B, RGS7-Gao reg, Bim-Bcl-W, Bim-Bcl-2, RGS8-Gao reg
CCOc1nc(N2CCOCC2)nc(C)c1[N+](=O)[O-] across the screens: 16, -1, 95, -13, 0.4, -1, -4, 92, -1, -1, 98
O=C(NCC1CCCO1)C1CCN(C2CCN(C3CCCCCC3)CC2)CC1 (stereo not drawn) across the screens: 7, -2, 105, -8, 1.5, -4, -4, 105, -4, -5, 108
CCN1CCN(c2ccc(NC(=O)Cc3ccccc3)cc2)CC1 across the screens: 10, -2, 104, -15, -0.1, -9, -6, 103, -4, -5, 108
CC(C)(C)c1[nH]nc2c1C(C1C=CCCC1)C(C#N)=C(N)O2 (stereo not drawn) across the screens: 4, -2, 93, -15, -1.1, -8, -8, 99, 0, -10, 98
O=C(NC(=S)Nc1ccc(S(=O)(=O)N2CCCCC2)cc1)c1ccccc1 across the screens: -1, -6, 97, 6, -0.4, -3, -4, 96, -2, 0, 93

Following part:
SMILES | ABCG2 inh | Mcl-1 Bim block | RGS4-Gao reg | Bim-Bfl-1 | ABCB1 inh | Bcl-XL Bim block | Bim-Bcl-B | RGS7-Gao reg | Bim-Bcl-W | Bim-Bcl-2 | RGS8-Gao reg
CC(=O)N(CC(=O)Nc1nn(-c2ccccc2)nc1C(N)=O)Cc1ccccc1 | 2 | 0 | 107 | 0 | 0.3 | 0 | 0 | 105 | -2 | -2 | 102
Nc1nonc1C(=O)NCCNCc1cc(Br)ccc1OCc1ccccc1F | 7 | -3 | 98 | -14 | 3.0 | -10 | -9 | 98 | -1 | -12 | 107
COc1ccc(C(=O)CNc2ccc3ccccc3c2)cc1 | 3 | 2 | 99 | 4 | 0.5 | 0 | -5 | 100 | 3 | 3 | 106
CN(C)S(=O)(=O)c1ccc(C(=O)N2CCN(S(=O)(=O)c3cccs3)CC2)cc1 | 2 | 1 | 100 | -4 | 0.8 | 1 | -4 | 100 | 0 | -1 | 102
CC(=C1C(=O)c2ccccc2C1=O)N1CCN(c2ccccn2)CC1 | 0 | -4 | 91 | 0 | 0.0 | -5 | 0 | 81 | 2 | 0 | 89
CCCC(=O)c1ccc(N2CCN(C(=O)c3ccccc3)CC2)c(F)c1 | 5 | -1 | 90 | -1 | 0.3 | -2 | 0 | 92 | 0 | -4 | 98
Cn1c(=O)cc(SCC(=O)Nc2ccccn2)c2ccccc21 | 25 | -3 | 102 | -15 | 0.8 | -8 | -10 | 104 | 0 | -11 | 103
C/C(=N\N=C1\NC(=O)CC(C(=O)O)S1)c1ccc(F)cc1 (stereo not drawn) | -2 | 2 | 96 | 0 | 0.8 | 1 | 2 | 98 | 0 | 2 | 95
O=C1CCCCCN1Cc1ccccc1 | 0 | -2 | 99 | -4 | 0.1 | -3 | -3 | 100 | -2 | -1 | 97
CC(C)NC(=O)C1(c2ccccc2)CC1(Cl)Cl (stereo not drawn) | -8 | -2 | 101 | -10 | -0.4 | -7 | -11 | 103 | -6 | -6 | 101
COc1ccc(CN(C)CC(=O)Nc2cccc(S(N)(=O)=O)c2)c(OC)c1OC | 1 | 0 | 99 | -7 | 0.1 | -3 | -5 | 102 | -1 | -2 | 101
Cc1nn(Cc2ccc(F)cc2)c(C)c1NC(=O)c1noc2c1CCCCC2 | 4 | -2 | 100 | -4 | 1.6 | -5 | -1 | 99 | -4 | 0 | 100
C1CCC(Nc2nnnn2C2CCCCC2)CC1 | 3 | 1 | 99 | -13 | 0.7 | 8 | -5 | 99 | 1 | -7 | 100
CCOc1ccc(NC(=S)N2CCN(CCN3C(=O)c4cccc5cccc(c45)C3=O)CC2)cc1 | 2 | -1 | 106 | -6 | 0.6 | -4 | -10 | 123 | -7 | -5 | 106
O=C(c1ccccc1-c1nc(-c2ccc(Cl)cc2)no1)N1CCCC1 | 0 | 0 | 100 | -2 | 0.2 | -3 | -1 | 97 | -4 | -3 | 101
CC(C)(C)Cc1nnc(NS(=O)(=O)Cc2ccccc2)s1 | 2 | 0 | 97 | -8 | 0.5 | -3 | -9 | 94 | 1 | -7 | 98
COC1CCN(C(=O)CC2C(=O)NCCN2CC2CCCCC2)CC1 (stereo not drawn) | 5 | -2 | 98 | -6 | 0.2 | -6 | -10 | 98 | -4 | -6 | 100
O=C(O)c1cc(/C=C/c2ccc(N3CCOCC3)cc2)nc2ccccc12 | -1 | 2 | 102 | 9 | -0.5 | 0 | 7 | 101 | -1 | 0 | 96
O=S(=O)(NCC(c1ccco1)N1CCOCC1)c1ccc(Cl)cc1 (stereo not drawn) | 2 | -3 | 106 | -3 | 0.4 | -4 | -3 | 105 | -1 | 0 | 102
O=C(O)C1CSC(c2ccccc2Cl)N1C(=O)c1ccc(Cl)cc1 (stereo not drawn) | -1 | -1 | 99 | -2 | 0.0 | -8 | -4 | 102 | -5 | -1 | 101
N#Cc1c(-c2ccccc2)nc(SCC(=O)Nc2ccccc2)[nH]c1=O | -2 | 0 | 101 | -15 | -0.2 | -4 | -7 | 99 | -1 | -3 | 101
Cc1ccc(Nc2ccc(-n3ccnc3)nn2)cc1C | 3 | 2 | 102 | 0 | 0.1 | -1 | -1 | 99 | -3 | 1 | 103
COc1ccc(CN=C2NN=C(c3cccc(OC)c3)CS2)cc1 | 0 | 0 | 100 | -4 | -0.1 | 0 | -5 | ? | 0 | -2 | 102
COc1ccc(C2(CNC(=O)c3cccs3)CCOCC2)cc1 | 4 | 1 | 101 | -6 | 1.6 | -3 | -1 | 99 | 0 | -3 | 103
